PG9 Ab binder – binds the HIV-1 gp120 antibody PG9; TR-FRET gp120-PG9 antibody binding; inhibition, % at 6.7 µM; hit rate 0.43% among 360,000; AID 624416; in the data active = inhibition above about 8.5%
NPR1 activator – GC-A (human) enzyme activation; activation, % at 10 µM; HEK293 GC-A cells, cGMP TR-FRET, EC30 ANP; 0% at EC30 ANP, 100% saturating ANP; P16066; hit rate 0.14% among 370,000; in the data active = activation above about 40%
SMARCA2 act – increases SMARCA2 function in MMTV reporter cells | MG213 cells, MMTV-luciferase reporter, dexamethasone, overnight | activation, % at 9.1 µM | hit rate 1% among 370,000 | AID 652017; in the data active = activation above about 7.8%;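 also: 0% = vehicle wells and 100% = reference activator wells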
ASAP1 GAP inh – ASAP1 ArfGAP inhibition. Q9ULH1. hit rate 0.19% among 360,000. ASAP1-stimulated ARF1 GTP hydrolysis, GDP FP detection. AID 624377. inhibition, % at 16.5 µM; in the data active = inhibition above about 25%;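 also: 0% = vehicle with enzyme and substrate and 100% = no enzyme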
Target sequence (Q9ULH1 325-724 limits assumed): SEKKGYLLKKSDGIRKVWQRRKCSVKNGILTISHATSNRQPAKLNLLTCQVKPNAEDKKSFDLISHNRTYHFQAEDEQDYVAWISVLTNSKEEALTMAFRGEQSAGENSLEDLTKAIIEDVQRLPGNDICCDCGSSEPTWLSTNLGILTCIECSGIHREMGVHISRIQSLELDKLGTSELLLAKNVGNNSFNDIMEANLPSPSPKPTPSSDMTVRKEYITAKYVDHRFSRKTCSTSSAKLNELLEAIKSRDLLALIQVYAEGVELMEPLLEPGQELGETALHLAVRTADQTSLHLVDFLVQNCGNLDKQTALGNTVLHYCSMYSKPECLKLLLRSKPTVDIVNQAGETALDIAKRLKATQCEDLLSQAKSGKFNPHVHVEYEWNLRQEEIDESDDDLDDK
ARFGAP1 inhibitor – inhibitors of rat ARFGAP1. inhibition, % at 16.5 µM. Arfgap1-stimulated ARF1 GTP hydrolysis, GDP FP detection. AID 651572. hit rate 0.26% among 360,000. Q62848;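 active = inhibition above a per-plate limit, mean inhibition of low control wells plus 3 SD, cut at about 25% in these data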;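 also: 0% = DMSO wells with enzyme and 100% = wells lacking Arfgap1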
Target sequence (Q62848 1-136 limits assumed): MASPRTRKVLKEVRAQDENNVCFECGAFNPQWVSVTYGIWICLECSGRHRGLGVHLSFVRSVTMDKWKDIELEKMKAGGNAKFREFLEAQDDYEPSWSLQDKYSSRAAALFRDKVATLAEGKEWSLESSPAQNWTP
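System: truncated rat Arfgap1 GAP domain / Benchmarks: high control wells lacking Arfgap1, low control full reaction with DMSO / Times: compound-enzyme preincubation 20 min, reaction 120 min, detection 60 min, 25 °C / Repeats: one replicate per compound / Also added: human ARF1(Δ1-17)-GTP substrate / Measured by: Tracer-displacement fluorescence polarization with EDTA stop, 620/688 nm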
NR1D1 modulator – modulators of human Rev-erb alpha DNA binding. AID 1259318. Rev-erbα–FITC-DNA binding, fluorescence polarization, 90 min. activity, % at 10 µM. hit rate 0.79% among 370,000;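 active = activity above about 14%, limit read from the data; passing the limit was not always enough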;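 also: 0% = DMSO wells with 35 nM protein and 100% = DMSO wells with 750 nM protein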
HTRA1 inhibitor – inhibitors of human serine peptidase HTRA1. recombinant HTRA1, FP-rhodamine activity-based probe, fluorescence polarization. hit rate 0.5% among 340,000. Q92743. inhibition, % at 5.96 µM. AID 504803; in the data active = inhibition above about 36%;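 also: 0% = enzyme with DMSO and 100% = wells lacking enzyme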
Target sequence (Q92743 whole entry, looked up): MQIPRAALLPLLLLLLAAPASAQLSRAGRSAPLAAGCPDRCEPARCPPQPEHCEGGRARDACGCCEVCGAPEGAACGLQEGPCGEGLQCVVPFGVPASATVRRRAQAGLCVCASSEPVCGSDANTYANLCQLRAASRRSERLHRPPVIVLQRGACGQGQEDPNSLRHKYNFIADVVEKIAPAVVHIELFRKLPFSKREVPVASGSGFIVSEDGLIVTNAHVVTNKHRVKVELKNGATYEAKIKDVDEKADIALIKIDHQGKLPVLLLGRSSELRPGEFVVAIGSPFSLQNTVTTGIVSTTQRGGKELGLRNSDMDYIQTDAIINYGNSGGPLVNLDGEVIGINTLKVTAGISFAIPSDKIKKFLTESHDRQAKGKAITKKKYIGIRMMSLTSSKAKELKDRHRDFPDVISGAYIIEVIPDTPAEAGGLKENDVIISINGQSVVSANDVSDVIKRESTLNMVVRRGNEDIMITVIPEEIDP
ABHD4 inh – inhibits mouse alpha/beta hydrolase domain 4 | AID 720543 | hit rate 0.54% among 370,000 | Q8VD66 | inhibition, % at 8.92 µM | purified mABHD4, FP-Rh probe fluorescence polarization;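 active = inhibition exceeding the mean over every tested compound plus 3 SD, cut at about 30% in these data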;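 also: 0% = plate median of compound wells and 100% = S159A mutant with DMSO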
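Test system: mouse ABHD4 enzyme, wild type. Reagent: FP-Rh fluorescent activity-based probe, added after compound pre-incubation. Timing: pre-incubation 45 min, probe exposure 60 min, at 25 °C. Technique: FP readout, ex 525 nm / em 598 nm. Benchmarks: high control S159A mutant with DMSO, low control median of compound wells.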
GC-B act – GC-B (human) receptor activation | activation, % at 10 µM | HEK293-GC-B cells, CNP EC30, cGMP TR-FRET; 0% at EC30 CNP, 100% saturating CNP | P20594 | hit rate 0.11% among 370,000;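 active = activation at 10 µM reaching about 35% in either raw or pattern-adjusted values, limit read from the data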
rCAG RNA binder – binds r(CAG) RNA repeats | r(CAG) RNA repeat, TO-PRO-1 dye displacement fluorescence | hit rate 1.3% among 370,000 | AID 651821 | inhibition, % at 3 µM;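 active = inhibition above the plate cutoff, the mean of all test compounds on that plate plus 3 SD, cut at about 35% in these data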;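 also: 0% = DMSO alone and 100% = 100 µM mitoxantrone as full dye displacement; higher means more dye released from RNA so lower well fluorescence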
Numbers without * were called inactive; nt = not tested or not shown.

[1] Cc1cc(C)n(-c2nnc(C)n2NS(C)(=O)=O)n1
[2] O=C(NCCCNC(=O)c1ccco1)c1ccc(F)cc1
[3] COc1ccc(CNC(=O)CN(C(=O)CCC(=O)Nc2ccccn2)c2cccc(C)c2C)cc1
[4] Cc1c(Cl)cccc1N/C(=N/S(=O)(=O)c1cccs1)c1ccccc1
[5] COc1ccc(/C(N)=N/OC(=O)c2ccco2)cc1OC
[6] CCn1cnc2c1c(=O)n(Cc1cccc([N+](=O)[O-])c1)c(=O)n2Cc1ccccc1
[7] CCOC(=O)C1=C(COC(=O)Cc2ccc(OC)c(OC)c2)NC(=O)NC1C (centres undefined)
[8] CN(C)S(=O)(=O)n1cc(/C=C(\NC(=O)c2ccccc2F)C(=O)NCCCN2CCOCC2)c2ccccc21
assay / compound,1,2,3,4,5,6,7,8
NR1D1 modulator,1,0,3,1,2,0,-5,2
GC-B act,2,3,-4,-4,-6,41*,20,1
ASAP1 GAP inh,-3,7,-9,5,-7,-7,4,1
NPR1 activator,-3,3,-2,-4,0,3,15,-2
HTRA1 inhibitor,1,-1,-2,-12,3,-15,3,4
ARFGAP1 inhibitor,-3,8,-5,-3,-22,0,-14,6
SMARCA2 act,-2,-1,-4,-1,5,-3,-1,0
ABHD4 inh,2,0,4,2,-1,-2,-1,3
PG9 Ab binder,0.4,0.1,-0.9,-0.5,0.2,0.5,-1.4,0.6
rCAG RNA binder,1,7,-5,0,0,7,0,-5

[9] CCc1ccc2oc(-c3cccc(N)c3)nc2c1
[10] O=C(c1nc2ncccn2n1)N1CCN(c2ccc(F)cc2)CC1
[11] CS(=O)(=O)c1ccccc1C(=O)Nc1ccc(-c2nc3ccccc3[nH]2)cc1
[12] CC1(C(=O)N/N=C/c2c(F)c(F)c(F)c(F)c2F)CC1(Cl)Cl (centres undefined)
[13] CCc1ccc(CNC(=O)CCc2nc(-c3cccs3)no2)cc1
[14] CC(C)n1cnc2cc(NCc3ccco3)ccc21
[15] CCCS(=O)(=O)NC(=O)C1(C)CCN(C(=O)COc2ccccc2)C1 (centres undefined)
[16] S=C(Cc1ccccc1)NCCc1ccccc1
assay / compound,9,10,11,12,13,14,15,16
NR1D1 modulator,1,-3,4,4,-2,4,-5,3
GC-B act,-9,8,8,0,-4,2,0,6
ASAP1 GAP inh,-8,4,-2,-9,-14,nt,-7,4
NPR1 activator,4,1,7,5,-1,-1,4,4
HTRA1 inhibitor,-1,3,-5,-6,-5,12,nt,-11
ARFGAP1 inhibitor,0,1,13,-1,2,nt,5,10
SMARCA2 act,-2,-1,8,-4,0,nt,-4,-1
ABHD4 inh,6,3,-4,-1,-20,nt,6,-2
PG9 Ab binder,2.2,1.5,-2.7,0.9,-0.2,nt,-0.3,1.3
rCAG RNA binder,1,4,3,-6,-1,nt,0,1

[17] CC(=O)c1cc2c(cc1NC(=O)c1cc3nc(C(C)C)cc(C(F)(F)F)n3n1)OCO2
[18] O=C(Nc1ccc2c(c1)OCCO2)C(c1ccncc1)n1c(=O)c(-c2cc3ccccc3[nH]2)nc2ccccc21 (centres undefined)
[19] Cc1cc(Nc2ncc(Cl)cc2Cl)n(-c2ccccc2)n1
[20] CCc1cc(C(=O)N2CCOCC2)c(NC2=NS(=O)(=O)c3ccccc32)s1
[21] CCCn1c(=O)c(C(=O)NC(C)c2ccccc2)c(O)c2ccccc21 (centres undefined)
[22] COc1cccc([C@@H]2NC(=O)C/C=C/[C@H](C)[C@H](c3cccc(OC)c3)NC(=O)C/C=C/[C@@H]2C)c1
[23] CN1CCN(CCNC(=O)c2ccc3nc(-c4ccc(F)cc4)c(-c4ccc(F)cc4)nc3c2)CC1
[24] CC(=O)NCCOC(=O)Nc1ccncc1
assay / compound,17,18,19,20,21,22,23,24
NR1D1 modulator,8,-2,4,1,4,-2,0,0
GC-B act,-9,-16,-11,-1,3,-3,2,0
ASAP1 GAP inh,7,33*,-10,-7,-3,nt,-1,5
NPR1 activator,-7,-1,-6,2,4,-3,-5,-1
HTRA1 inhibitor,9,nt,-9,-3,-2,nt,5,-1
ARFGAP1 inhibitor,12,8,-1,-6,3,nt,5,7
SMARCA2 act,1,4,-1,-6,1,-2,-4,0
ABHD4 inh,1,6,-6,-6,0,-11,2,-2
PG9 Ab binder,0.8,0.9,-1.8,-1.4,0.9,nt,-2.7,-2.3
rCAG RNA binder,4,24,0,10,-2,6,-7,1

[25] O=C(c1ccccc1CCc1ccccc1)N1CCN(c2ccccn2)CC1
[26] Nc1ncnc2c1ncn2[C@@H]1O[C@H](COS(=O)(=O)O)[C@@H](O)[C@H]1O
[27] CCC(=O)Nc1ccc(C(=O)N/N=C/c2c(C)[nH]c3ccccc23)cc1
[28] CC(NC(=O)CN(C1CCCCC1)S(C)(=O)=O)c1ccccc1 (centres undefined)
[29] COc1cccc(CNC(=O)[C@@H]2CCCN2C(=O)[C@H]2CCCCN2C(=O)c2cccs2)c1
[30] COC(=O)C1=C(COc2ccc(C=O)cc2OC)NC(=O)NC1c1cc(C)ccc1C (centres undefined)
[31] COc1ccccc1CCC(=O)Nc1nc2ccccc2[nH]1
[32] COc1ccc(CN2C(=NC(=O)C3CCCO3)SC3CS(=O)(=O)CC32)cc1 (centres undefined)
assay / compound,25,26,27,28,29,30,31,32
NR1D1 modulator,-1,0,-1,-4,-4,4,-2,-1
GC-B act,-1,5,2,-4,1,-8,-7,1
ASAP1 GAP inh,1,13,8,15,3,10,7,3
NPR1 activator,-1,4,-5,2,-1,-9,0,4
HTRA1 inhibitor,-9,2,7,3,nt,-12,-2,2
ARFGAP1 inhibitor,-8,7,-5,0,-1,6,-9,1
SMARCA2 act,0,0,-1,-1,1,-1,-5,-2
ABHD4 inh,-9,2,-12,1,-1,-4,6,-1
PG9 Ab binder,2.0,-0.4,-6.3,-1.4,-0.9,4.4,2.9,2.4
rCAG RNA binder,-6,1,3,-8,-1,0,-4,0

[33] COc1cc(NC(=O)Cn2cnc(S(=O)(=O)N3CCc4ccccc43)c2)cc(OC)c1OC
[34] CCCc1[nH]c(=O)c(C#N)c2c1COC(C)(C)C2
[35] COc1ccc2cc(CCNC(=O)c3ccc4c(c3)OCO4)c(=O)[nH]c2c1
[36] CN=C1SC(CC(=O)Nc2ccccc2F)C(=O)N1C (centres undefined)
[37] Cc1ccc(-n2nnnc2SCC(=O)N2c3ccccc3NC(=O)C2(C)C)cc1
[38] COc1cc(CNc2ccc(NC(C)=O)cc2)ccc1OCc1ccccc1C
[39] COc1ccc(CNS(=O)(=O)c2ccc(-n3cccn3)cc2)cc1
[40] COC(=O)C1CN(Cc2ccc(C)cc2)CCS(=O)(=O)N1Cc1cn(Cc2ccc(C)cc2)nn1 (centres undefined)
assay / compound,33,34,35,36,37,38,39,40
NR1D1 modulator,5,3,4,-10,3,2,10,1
GC-B act,0,-1,-1,0,6,2,0,0
ASAP1 GAP inh,-2,6,-1,2,7,-9,2,nt
NPR1 activator,4,4,0,4,-3,-1,-1,-4
HTRA1 inhibitor,6,-4,-16,0,-10,-2,2,nt
ARFGAP1 inhibitor,5,-5,2,-7,17,-14,-8,nt
SMARCA2 act,-1,-1,0,-3,-1,1,-2,-6
ABHD4 inh,5,-2,-7,-3,-1,2,6,-3
PG9 Ab binder,-1.2,-1.7,-0.2,0.2,-1.7,-0.6,0.0,nt
rCAG RNA binder,4,-1,5,1,-3,-1,-6,2

[41] CC/C(=C(\c1ccc(O)cc1)c1ccc(OCCN(C)C)cc1)c1ccccc1
[42] CCCC/C(C)=N/NC(=O)c1cn(-c2ccccc2)nc1-c1ccccc1
[43] Cn1cccc1-c1cc(C(=O)N2CCc3c([nH]c4ccccc34)C2c2ccccn2)[nH]n1 (centres undefined)
[44] O=C(c1cc(COc2ccc(-n3cncn3)cc2)on1)N1CCCC1
[45] O=c1[nH]nc(-c2ccc(NCCCO)c([N+](=O)[O-])c2)c2ccccc12
[46] O=C(Nc1cccc(-c2nc3cc(Cl)ccc3o2)c1)C1CCCO1 (centres undefined)
[47] CCOc1cc(/C=C/c2ccc3cccc([N+](=O)[O-])c3n2)cc(Cl)c1O
[48] COc1ccc(-c2cc(C(=O)Nc3ccc(OC)c(OC)c3)no2)cc1
assay / compound,41,42,43,44,45,46,47,48
NR1D1 modulator,10,-1,2,0,-2,-5,2,-2
GC-B act,2,5,7,-2,0,-1,1,-5
ASAP1 GAP inh,4,-8,-1,12,0,0,-17,1
NPR1 activator,6,3,-1,-2,-5,5,-5,2
HTRA1 inhibitor,6,-40,-20,-5,3,-25,3,4
ARFGAP1 inhibitor,24,8,7,3,-9,0,5,10
SMARCA2 act,-5,0,-6,-2,-3,-1,-3,0
ABHD4 inh,23,-32,-10,-6,-1,-21,5,2
PG9 Ab binder,-2.5,-1.2,0.4,-0.1,1.5,0.5,0.2,0.2
rCAG RNA binder,4,14,9,-2,2,2,41*,1

[49] COc1ccc(CC(=O)Nc2ccc(S(=O)(=O)Nc3nccc(C)n3)cc2)cc1
[50] CC(C)Nc1nc(NCCOc2ccccc2Cl)c2sccc2n1
[51] CCN1/C(=C\c2ccc3ccccc3[n+]2CC)Sc2cc(C)ccc21
[52] COc1ccc(C2CC(=O)c3ccccc3O2)cc1 (centres undefined)
[53] CC(C)(C)c1ccc(-c2n[nH]c(=S)n2Cc2ccccc2)cc1
assay / compound,49,50,51,52,53
NR1D1 modulator,0,-1,73*,1,1
GC-B act,6,13,-4,-4,-1
ASAP1 GAP inh,4,-1,12,-4,8
NPR1 activator,4,20,-8,-2,1
HTRA1 inhibitor,-4,nt,-10,-5,-19
ARFGAP1 inhibitor,-8,8,9,-2,-3
SMARCA2 act,-2,2,-7,8.6*,-1
ABHD4 inh,4,21,-63,-2,-8
PG9 Ab binder,-1.2,-1.4,-11,1.0,0.6
rCAG RNA binder,10,0,-44,-4,7

Filtered by structure, those above with fluorine
[2] O=C(NCCCNC(=O)c1ccco1)c1ccc(F)cc1
[8] CN(C)S(=O)(=O)n1cc(/C=C(\NC(=O)c2ccccc2F)C(=O)NCCCN2CCOCC2)c2ccccc21
[10] O=C(c1nc2ncccn2n1)N1CCN(c2ccc(F)cc2)CC1
[12] CC1(C(=O)N/N=C/c2c(F)c(F)c(F)c(F)c2F)CC1(Cl)Cl (centres undefined)
[17] CC(=O)c1cc2c(cc1NC(=O)c1cc3nc(C(C)C)cc(C(F)(F)F)n3n1)OCO2
[23] CN1CCN(CCNC(=O)c2ccc3nc(-c4ccc(F)cc4)c(-c4ccc(F)cc4)nc3c2)CC1
[36] CN=C1SC(CC(=O)Nc2ccccc2F)C(=O)N1C (centres undefined)
assay / compound,2,8,10,12,17,23,36
NR1D1 modulator,0,2,-3,4,8,0,-10
GC-B act,3,1,8,0,-9,2,0
ASAP1 GAP inh,7,1,4,-9,7,-1,2
NPR1 activator,3,-2,1,5,-7,-5,4
HTRA1 inhibitor,-1,4,3,-6,9,5,0
ARFGAP1 inhibitor,8,6,1,-1,12,5,-7
SMARCA2 act,-1,0,-1,-4,1,-4,-3
ABHD4 inh,0,3,3,-1,1,2,-3
PG9 Ab binder,0.1,0.6,1.5,0.9,0.8,-2.7,0.2
rCAG RNA binder,7,-5,4,-6,4,-7,1
